Screening results as filed in PubChem BioAssay.
EPAC2 antag: antagonists of human EPAC2 | Q8WZA2 | Potency, µM (titrated, usually from 114 µM), for the others: at the top dose activity, negative = inhibition, actives largely listed as inhibitors | 360,000 tested, 0.18% active | EPAC2 GEF exchange of Rap1B-BODIPY-GDP, fluorescence | AID 720708; note: potency is the fitted concentration of half-maximal effect; % is set by controls: 0 for no effect and ±100 for the full control effect; nearly all actives have a fitted effect of over 45% in size; many of its hits are not listed in these tables
Target sequence (Q8WZA2 whole entry, looked up): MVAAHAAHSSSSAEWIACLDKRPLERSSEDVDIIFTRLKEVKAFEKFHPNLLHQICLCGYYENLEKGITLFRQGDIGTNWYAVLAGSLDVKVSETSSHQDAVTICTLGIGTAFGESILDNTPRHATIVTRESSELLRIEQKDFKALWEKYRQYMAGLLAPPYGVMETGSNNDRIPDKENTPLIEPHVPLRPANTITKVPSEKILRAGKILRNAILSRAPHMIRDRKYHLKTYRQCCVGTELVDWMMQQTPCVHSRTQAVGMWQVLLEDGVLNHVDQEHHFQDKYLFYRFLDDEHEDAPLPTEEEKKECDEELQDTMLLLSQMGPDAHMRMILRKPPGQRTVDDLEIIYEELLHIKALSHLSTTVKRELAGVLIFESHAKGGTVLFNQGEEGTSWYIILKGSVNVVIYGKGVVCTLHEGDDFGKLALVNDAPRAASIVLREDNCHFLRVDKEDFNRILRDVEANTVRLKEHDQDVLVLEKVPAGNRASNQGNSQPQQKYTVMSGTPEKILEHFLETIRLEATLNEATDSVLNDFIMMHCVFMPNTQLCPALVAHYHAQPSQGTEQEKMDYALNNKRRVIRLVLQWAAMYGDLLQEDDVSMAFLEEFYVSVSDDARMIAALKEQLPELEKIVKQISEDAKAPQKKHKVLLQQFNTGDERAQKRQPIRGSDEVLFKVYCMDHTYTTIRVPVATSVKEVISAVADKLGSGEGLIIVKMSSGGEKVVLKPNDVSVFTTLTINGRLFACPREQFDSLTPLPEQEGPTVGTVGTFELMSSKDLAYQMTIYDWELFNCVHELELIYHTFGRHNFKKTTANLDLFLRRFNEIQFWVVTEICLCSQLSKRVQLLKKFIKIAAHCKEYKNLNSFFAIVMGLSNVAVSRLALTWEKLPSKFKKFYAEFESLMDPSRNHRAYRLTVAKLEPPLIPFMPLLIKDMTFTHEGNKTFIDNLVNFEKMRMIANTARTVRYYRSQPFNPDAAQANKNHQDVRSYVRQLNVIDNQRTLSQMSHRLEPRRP
EPAC2 agonist: EPAC2 (human) agonism; Potency, µM (titrated, usually from 154 µM), for inactives: at the highest dose activation, actives largely listed as activators; EPAC2 activation, biochemical qHTS; response scale: 100% = 6.5 mM cAMP response; 360,000 tested, 0.079% active; Q8WZA2; AID 720711; note: potency is the fitted concentration of half-maximal effect; nearly all actives have a fitted effect of over 50% in size
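Setup: EPAC2 100 nM, labeled Rap1B complex 250 nM, free GDP 50 uM. Compound titrations pinned in, brief spin, 5 min room temperature incubation. Kinetic fluorescence read over 30 min, normalized to 6.5 mM cAMP.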
Nrf2 block: Nrf2 pathway inhibition | 360,000 tested, 2.1% active | Potency, µM (top dose mostly 46 µM), without a hit: at the highest dose activity change, negative = inhibition, hits mostly inhibitors | A549 ARE-Fluc reporter, luciferase luminescence, 18-24 h; note: potency is the fitted concentration of half-maximal effect; % is set by controls: 0 for no effect and ±100 for the full control effect; nearly all actives have a fitted effect of over 60% in size
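A549 ARE_Fluc cells, 5000/well, 5% FBS OPTI-MEM; compounds in dose-response, 18-24 h at 37 °C/5% CO2; CellTiter-Fluor viability read (Ex 405/Em 525), then BugLite luciferase luminescence = Nrf2 activity.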
A549 viability: kills or reduces viability of A549 cells in Nrf2 counter-screen; A549 ARE-Fluc cells, CellTiter-Fluor viability, 18-24 h; 390,000 tested, 0.16% active; AID 504648; Potency, µM (titrated, usually from 46 µM), for the others: top-dose activity change, negative = cytotoxicity, usual class: inhibitors; note: potency is the fitted concentration of half-maximal effect; % is set by controls: 0 for no effect and ±100 for the full control effect
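Cytotoxicity counterscreen: CellTiter-Fluor fluorescence was measured in A549 ARE_Fluc cells after 18-24 h of compound exposure in a concentration series. The subsequent BugLite luminescent read reports ARE-luciferase activity.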
Nrf2 activator: Nrf2 pathway activation. AID 624171. AREc32 ARE-luciferase reporter (MCF7-derived line), luminescence, 24 h. Potency, µM (series often up to 46.1 µM), inactives show at the highest dose activation, actives largely listed as activators. 410,000 tested, 0.31% active; note: potency is the fitted concentration of half-maximal effect; % of control where 0% means no effect; nearly all actives have a fitted effect of over 65% in size
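ARE activation measured as luciferase luminescence (Steady-Glo, 30 min RT) in AREc32_Fluc cells after 24 hr compound exposure at 37 deg C, 5% CO2; cells seeded overnight at 1000/well in OPTI-MEM, 5% FBS.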
Mm-Cpn inhibitor: M. maripaludis TRiC chaperonin inhibition; 330,000 tested, 0.031% active; AID 504842; purified Mm-Cpn ATPase, ADP Transcreener TR-FRET; Potency, µM (doses to about 76.9 µM), without a hit: at the highest dose activity, negative = inhibition, usual class: inhibitors; note: potency is the fitted concentration of half-maximal effect; % is set by controls: 0 for no effect and ±100 for the full control effect; nearly all actives have a fitted effect of over 80% in size
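ATPase turnover read by TR-FRET ADP competition (Eu cryptate antibody/ADP-d2, 665/590 nm): 10uM ATP final, 25nM Mm-CPN final, 30 min 37degC after 10-min compound preincubation, pH 7.4 Tris/KCl/MgCl2/DTT buffer.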
pAkt inh: blocks phosphorylation of Akt. activity change, % for hits at 50 µM. Neuro2A IGF-stimulated pAkt S473 HTRF, 20 min; active compounds read low. 360,000 tested, 0.32% active. AID 651550; in the data active = activity change below about -80%; inconclusive = mostly about -51% to -80%; note: % is set by controls: 0 for no effect and ±100 for the full control effect
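Neuro2A cells in DMEM with 0.5% FBS, overnight at 37 deg C, given compound at single 50 µM final, then IGF (6 nM final) for 20 min at 37 deg C. Lysed; phospho-Akt Ser473 by HTRF after 24 h, 665/615 ratio.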
CCT modulator: changes cytosolic chaperonin activity. purified chaperonin ATPase assay, HTRF ADP detection, 30 min. activity change, % (no concentration beside the values), hits read low. 360,000 tested, 0.3% active. AID 651819; in the data active = activity change below about -30%; note: % is set by controls: 0 for no effect and ±100 for the full control effect
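TRiC (40 or 20 nM final, by batch activity) in 30 mM Tris pH 7.4, 100 mM KCl, 5 mM MgCl2, 1 mM DTT was treated with compound at 76 uM single dose, then 10 uM ATP, 30 min at 37 °C. ADP was read by HTRF Transcreener.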
TGFb inhibitor: TGF-b pathway inhibition. HepG2 CAGA-GFP TGF-b/SMAD3 reporter, GFP fluorescence, 18 h; TGF-beta stimulated, 500 pg/mL final. Potency, µM (top dose mostly 46.1 µM), inactives show top-dose activity, negative = inhibition, actives largely listed as inhibitors. 410,000 tested, 1.2% active. AID 588855; note: potency is the fitted concentration of half-maximal effect; % is set by controls: 0 for no effect and ±100 for the full control effect; nearly all actives have a fitted effect of over 65% in size
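HEPG2 CAGA-GFP reporter cells (1000/well, DMEM with 1% FBS) received compounds, then recombinant TGF-beta at 500 pg/mL final for 18 hours at 37 degrees C. Per-cell GFP summed per well was normalised to unstimulated and stimulated DMSO controls before curve fitting.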
* marks the source's active call; other numbers are inactive results; i = inactive; ? = inconclusive; nt = not tested or not shown; & = joins results of further samples; [ ] = remark or other dose. Unless noted, calls come from the whole dose curve; as a rule, active = well fitted curve in the direction sought with a large enough effect; inconclusive = small, poorly fitted or top-dose-only effect, or another doubt; inactive = no such curve, though single readings can be large; an effect the other way counts as inactive or inconclusive. A portion of the library. The share of hits here may be higher or lower than overall.

SMILES	EPAC2 antag	EPAC2 agonist	Nrf2 block	A549 viability	Nrf2 activator	Mm-Cpn inhibitor	pAkt inh	CCT modulator	TGFb inhibitor
CCNC(=S)NS(=O)(=O)c1ccc(F)cc1	1.8%	4.5%	1.1%	0.8%	0.2%	0.2%	i	0.1	-0.4%
COc1ccccc1-c1cc2ccccc2[nH]1	-10.4%	14.2%	?	0.0%	24.0%	-3.8%	i	-1.2	-15.4%
COc1ccc(OC)c(CCNC(=O)CC2Oc3ccccc3NC2=O)c1 (stereo not given)	1.9%	-1.2%	-11.2%	-0.3%	3.8%	1.9%	i	-1.3	-2.5%
COc1ccc(OC)c2c(C)cc(C)nc12	-0.2%	-4.6%	-1.4%	-4.8%	-0.8%	-0.5%	i	3.2	-13.7%
CCc1[nH]nc2c1C1(C(=O)N(Cc3ccccc3)c3ccccc31)C(C#N)=C(N)O2 (stereo not given)	-6.8%	-0.7%	-25.5%	-7.5%	0.3%	-0.2%	i	3.6	-0.2%
Cc1cc(C)c(N=Cc2c(O)c3ccccc3oc2=O)c(C)c1	4.5%	10.8%	6.1%	0.9%	6.4%	-0.7%	i	-6.1	-17.0%
C/C=C/c1ccc(OCCCCN2CCN(CC)CC2)c(OC)c1	4.4%	5.2%	4.5%	-3.8%	0.5%	0.3%	i	-58.4*	-9.5%
Cc1cccnc1NC(=O)Nc1ccccc1	5.9%	1.3%	?	18.7%	3.5%	-1.8%	i	-3.5	-24.5%
O=C(Nc1ccc(Cc2ccncc2)cc1)c1ccc(Br)o1	6.9%	4.5%	-2.6%	-5.5%	0.6%	1.7%	i	-0.6	-10.2%
O=C(NC1CCCCC1)C(c1c(F)cccc1Cl)N(C(=O)c1csnn1)C1CC1 (stereo not given)	1.8%	10.1%	3.6%	-9.5%	0.4%	0.0%	i	1.2	0.8%
O=C(COC(=O)C(c1ccccc1)c1ccccc1)NCc1ccco1	-29.0%	0.7%	10.8%	1.0%	0.1%	-1.7%	i	0.3	-1.4%
Cc1cccc(CCNC(=O)c2cc(S(=O)(=O)N3CCCCC3)c[nH]2)c1	-5.8%	11.4%	?	0.4%&1.4%	0.4%&0.0%	-3.8%	i	-1.3	4.6%&-29.7%
O=C(c1cnn2c(C(F)(F)F)cc(-c3ccccc3)nc12)N1CCCc2ccccc21	-2.5%	-2.9%	nt	3.6%	-0.2%	-0.4%	i	-0.9	4.3%
CCn1cc(C(=O)NCc2ccccc2OC)c(=O)c2cc(S(=O)(=O)N3CCCCCC3)ccc21	nt	nt	?	3.6%	-0.6%	nt	nt	nt	-17.7%
CC1CCCN(C(=O)c2ccc3c(=O)n4nc(Nc5ccccc5)sc4nc3c2)C1 (stereo not given)	27.3%	-11.0%	nt	nt	3.1%	nt	i	0.9	-2.6%
Cc1nc(NC(=O)CN2CCOCC2)sc1-c1ccccc1	5.8%	-13.9%	21.7%	-1.5%	3.4%	-2.2%	i	-4.1	62.5%[activator]
N=c1c(C(=O)NCC2CCCO2)cc2c(=O)n3ccccc3nc2n1C1CCCCC1 (stereo not given)	0.3%	-2.2%	17.1%	10.1%	-0.2%	-1.2%	i	-1.3	-15.7%
COc1ccc(NC(=S)NCCc2ccccc2OC)c(OC)c1	2.6%	-0.2%	-2.8%	4.1%	0.2%	0.4%	i	-3.3	3.5%
O=C1[C@H]2[C@H](C=CC[C@H]2C(=O)N2CCOCC2)CCN1Cc1ccccc1	-1.6%	5.0%	8.3%	5.5%	0.0%	nt	i	0.1	-2.5%&-11.3%
CCOc1ccc(NS(=O)(=O)c2ccc(C(=O)NCC(c3ccc(OC)cc3)N3CCOCC3)cc2)cc1 (stereo not given)	-29.4%	2.4%	?	-8.5%	0.0%	2.7%	i	-3.1	-19.7%
NS(=O)(=O)c1ccc(CNC(=O)c2cc(-c3ccccn3)nc3ccc(Cl)cc23)cc1	2.6%	-0.4%	1.0%	-5.6%	11.4%	?	i	-54.6*	?
CC(C)(C)C(=O)OCc1nc(-c2ccc(O)c(O)c2)cs1	?	-11.2%	3.7%	-21.8%	7.5%	0.4%	i	2.4	?
CC(C)C(NC(=O)c1cccs1)c1nnc(SCC(=O)Nc2nccs2)n1C (stereo not given)	4.2%	3.8%	-0.7%	1.9%	0.3%	0.7%	i	-0.7	-2.6%
O=C1NC[C@H](CCCCN2C[C@H](Cc3ccccc3)N(CCC3CCCCC3)C(=O)C2=O)N(CCc2ccc(O)cc2)C1=O	-6.5%	3.3%	nt	nt	-0.5%	nt	i	-0.8	nt
CCOC(=O)CSc1nc(Cc2ccccc2)nc2ccccc12	-21.8%	7.1%	-19.6%	-0.3%	-0.2%	?	i	-6.6	-9.9%

Some entries already given, limited to EPAC2 antag, CCT modulator and Mm-Cpn inhibitor:
mol | EPAC2 antag | CCT modulator | Mm-Cpn inhibitor
Cc1cccc(CCNC(=O)c2cc(S(=O)(=O)N3CCCCC3)c[nH]2)c1 | -5.8% | -1.3 | -3.8%
NS(=O)(=O)c1ccc(CNC(=O)c2cc(-c3ccccn3)nc3ccc(Cl)cc23)cc1 | 2.6% | -54.6* | ?

Following part
SMILES	EPAC2 antag	EPAC2 agonist	Nrf2 block	A549 viability	Nrf2 activator	Mm-Cpn inhibitor	pAkt inh	CCT modulator	TGFb inhibitor
CC(=O)Nc1ccc(NC(=O)CSc2nc3[nH]ncc3c(=O)n2-c2ccccc2)cc1	-11.1%	4.2%	-16.8%	15.2%	-0.6%	-1.5%	nt	1.7	-3.1%
O=C1C(Cl)=C(N2CCCC2)C(=O)N1c1ccccc1F	0.1%	11.8%	4.1%	-3.5%	3.9%	-1.8%	i	1.9	1.5%
O=C(Nc1cccc(C(F)(F)F)c1)/C(=C\c1ccco1)NC(=O)c1cccs1	8.2%	0.9%	-1.6%	-5.1%	-0.3%	1.2%	i	-0.5	-10.8%
Cc1ccccc1Cn1c(C)c(C(=O)NCc2cccc(C(F)(F)F)c2)sc1=O	3.5%	-6.7%	nt	nt	3.3%	nt	i	-0.1	?
COc1ccccc1NS(=O)(=O)c1cccc(C(=O)N/N=C/c2cn(-c3ccccc3)nc2-c2ccccc2)c1	-1.7%	1.5%	?	-8.2%	2.5%	-4.9%	i	-6.0	-5.9%
O=C(NCCN1CCOCC1)C1CCN(S(=O)(=O)N2CCCCC2)CC1	-7.1%	4.1%	8.7%	4.1%	-0.8%	2.2%	i	-1.6	22.0%
CC(=O)Nc1ccc(CN2CCc3c([nH]c4ccccc34)C2C(C)(C)C)cc1 (stereo not given)	-3.3%	26.1%	-11.5%	-2.7%	0.7%	-1.4%	i	-2.4	-13.4%
CCOC(=O)[C@]12CCCC=C1N(Cc1ccc(Cl)cc1Cl)C(=O)[C@H](CC(=O)NCc1ccc(OC)c(OC)c1)C2	-9.2%	6.0%	nt	nt	3.3%	nt	i	-0.8	nt
CCCC(=O)N1CCC1(C)C(=O)Nc1ccccn1 (stereo not given)	0.3%	2.4%	nt	nt	-0.5%	nt	i	-0.9	-0.4%
COCCNC(=O)/C(C#N)=C/c1ccc(OCc2ccccc2)cc1	-7.0%	?	0.7%	3.1%	3.8%	-1.6%	i	-0.7	-1.2%
CCNc1ccc(Br)cc(C(=O)/C=C/c2ccc(Cl)cc2Cl)c1=O	-0.3%[57.1 µM]	24.3%	25.9µM*	?	?	-0.3%	i	-0.6	-3.1%
O=C(CC(c1cccs1)N1Cc2ccccc2C1=O)Nc1ccc(Cl)cc1 (stereo not given)	nt	nt	10.2%	11.7%	-1.0%	nt	nt	nt	?
Cc1ccc(OCC(=O)Nc2ccccc2F)cc1C	?	11.0%	?	5.8%	3.2%	3.7%	i	0.5	-21.0%
CN(c1ccccc1)S(=O)(=O)c1ccc(NC(=S)Nc2ccccc2)cc1	1.4%	11.7%	nt	-0.9%	0.1%	1.2%	i	-0.5	0.0%
COc1cc(O)c(/C=N/NC(=O)c2ccncc2)c(OC)c1[N+](=O)[O-]	0.7%	-2.7%	0.5%	-8.9%	-0.1%	-0.5%	i	-6.1	-1.2%
COc1cc2c(C(=O)OCCN(C)C)c(CSc3ccccc3)n(C)c2cc1Br	-9.3%	5.3%	12.2%	-7.5%	0.3%	-1.0%	i	1.8	-0.6%
CC1CCN(c2cc(=O)n(C3CCCCC3)c(=O)[nH]2)CC1	-6.3%	9.4%	5.3%	1.9%	-0.8%	0.4%	i	-0.3	12.8%
Cc1cc(C)nc(N2CCN(c3nc(-c4ccccc4)nc4c3oc3ccccc34)CC2)n1	4.2%	2.8%	4.7%	-0.3%	-0.8%	nt	i	-1.8	-1.5%
CCn1c(=O)c2c(nc(SCC(=O)Nc3ccccc3)n2C)n(C)c1=O	1.7%	-0.7%	2.8%	-0.4%	0.2%	-2.1%	i	-1.1	?
NC(=O)C1CCN(C(=O)COc2ccc3ccccc3c2)CC1	1.9%	2.6%	?	-5.4%	-0.3%	2.1%	i	-1.4	-19.9%
O=c1c2ccccc2nc2c3ccccc3ncn12	7.6%	1.3%	8.5%	1.8%	16.6%	-2.8%	nt	-1.1	11.3%
CC(C)(C)NCC(O)CON=C1c2ccccc2-c2ccccc21 (stereo not given)	12.2%	-2.0%	-14.9%	-5.8%	?	2.4%	i	0.8	?
O=C(CN1CCN(S(=O)(=O)c2ccccc2C(F)(F)F)CC1)NCc1cccs1	8.6%	-0.8%	-5.1%	1.1%	0.2%	0.5%	i	-3.4	-0.4%
Cc1nn(C)c(C)c1CNC(=O)Nc1cccc(Cl)c1C	0.5%	8.7%	0.4%	-0.1%	2.2%	0.9%	i	-0.4	5.0%
CCOc1ccc(NS(=O)(=O)c2cccc(C(=O)N(C)Cc3ccco3)c2)cc1	1.7%	-3.3%	-11.8%	-1.3%	-0.8%	-0.5%	i	-0.2	-24.2%
